D2 ag: activates the human D2 dopamine receptor | P14416 | HEK293 T-REx D2 cells, calcium flux agonist mode | activation, % at 2 µM | 340,000 compounds, 0.53% hits;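 active means activation over 3 SD above normal in the single-dose calcium agonist read, cut at about 30% in these data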; further: 0% is about no effect
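HEK293 Trex D2 cells, tetracycline-induced, o/n 30 C 5% CO2; no-wash Ca dye, RT 30–90 min; 10-cycle baseline, 23 nl cpd added, kinetic Ca read 180 s; agonist hits = positive Ca response.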
D2 antag: antagonists of human D2 dopamine receptor. P14416. inhibition, % at 10 µM. 340,000 compounds, 2% hits. HEK293 TREx D2 cells, calcium flux, dopamine EC80; in the data active means inhibition above about 30%; further: 0% is about no effect
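Tetracycline-induced HEK293 T-REx cells expressing D2 force-coupled to calcium signalling were dye-loaded, exposed to compound for 180 s, then challenged with an EC80 of dopamine; calcium flux was followed kinetically for a further 180 s.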
TRHR ag: TRH receptor (human) agonism | P34981 | TRHR cells, calcium flux fluo-8, FDSS agonist mode | activation, % at 2 µM | 360,000 compounds, 0.18% hits | AID 493084; in the data active means activation above about 30%; further: 0% is about no effect
Target sequence (P34981 whole entry, looked up): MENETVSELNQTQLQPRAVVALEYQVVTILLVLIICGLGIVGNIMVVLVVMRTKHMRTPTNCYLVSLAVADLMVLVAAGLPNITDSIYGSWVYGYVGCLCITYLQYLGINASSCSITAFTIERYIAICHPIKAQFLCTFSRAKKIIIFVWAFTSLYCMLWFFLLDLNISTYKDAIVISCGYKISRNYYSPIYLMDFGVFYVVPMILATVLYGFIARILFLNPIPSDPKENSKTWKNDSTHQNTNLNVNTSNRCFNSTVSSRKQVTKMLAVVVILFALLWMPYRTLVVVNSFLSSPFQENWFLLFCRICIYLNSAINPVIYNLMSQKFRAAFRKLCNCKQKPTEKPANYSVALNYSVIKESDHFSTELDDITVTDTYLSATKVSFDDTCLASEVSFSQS
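Read-out: compound-evoked intracellular calcium rise in TRHR cells, fluo-8 dye, kinetic FDSS fluorescence at 1 s/cycle following a 10-cycle baseline. Cells cultured overnight before dye loading (30 min–1.5 h, RT).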
TrxR1 substrate: substrates of rat thioredoxin reductase 1; 390,000 compounds, 0.01% hits; Potency, µM (doses to about 114 µM), without a hit: top-dose activity change, negative = substrate turnover; O89049; purified TrxR1 substrate turnover, NADPH consumption readout; further: potency means the concentration at half of the fitted maximal effect; on the % scale 0 is the no-effect control and ±100 the full control effect; nearly all actives have a fitted effect of over 50% in size
Target sequence (O89049 whole entry, looked up): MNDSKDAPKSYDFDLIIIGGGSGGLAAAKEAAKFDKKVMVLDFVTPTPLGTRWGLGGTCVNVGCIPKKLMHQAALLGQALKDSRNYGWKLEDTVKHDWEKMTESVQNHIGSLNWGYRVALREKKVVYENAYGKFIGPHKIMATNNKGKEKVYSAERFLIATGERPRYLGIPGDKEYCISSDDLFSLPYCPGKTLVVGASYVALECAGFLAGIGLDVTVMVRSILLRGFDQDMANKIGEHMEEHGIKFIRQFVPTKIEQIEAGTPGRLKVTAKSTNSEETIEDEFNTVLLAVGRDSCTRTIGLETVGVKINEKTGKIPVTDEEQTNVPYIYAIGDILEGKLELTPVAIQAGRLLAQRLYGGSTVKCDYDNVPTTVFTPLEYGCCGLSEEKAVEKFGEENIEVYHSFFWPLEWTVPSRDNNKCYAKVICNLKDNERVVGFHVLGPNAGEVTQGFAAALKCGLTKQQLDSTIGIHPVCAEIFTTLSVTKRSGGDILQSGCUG
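Rat TrxR1, dispensed at 90 nM, was prereduced with 400 uM NADPH (final) for 5 min at ~22 deg C, then incubated with compound 15 min before 400 uM selenite. A first-read NADPH fluorescence drop versus no-compound background flagged substrates.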
mIDH1 inhibitor: human IDH1 R132H inhibition; O75874; IDH1-R132H enzyme, NADPH consumption, diaphorase/resazurin fluorescence; Potency, µM (titrated, usually from 76.6 µM), without a hit: at the top dose activity change, negative = inhibition, most hits filed as inhibitors; 390,000 compounds, 0.093% hits; AID 602179; further: potency means the concentration at half of the fitted maximal effect; on the % scale 0 is the no-effect control and ±100 the full control effect; nearly all actives have a fitted effect of over 65% in size
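IDH1-R132H (0.5 ug/mL) preincubated 30 min with compound, then NADPH (0.016 mM) and alpha-KG (2 mM) added; 80 min at RT, pH 7.5. Remaining NADPH coupled via diaphorase/resazurin to fluorescence (540/590 nm); concentration-response curves normalized to no-enzyme control.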
TRHR PAM: allosteric enhancers of human TRH receptor; AID 493056; TRHR cells, fluo-8 calcium fluorescence, EC20 TRH enhancement; 360,000 compounds, 0.66% hits; enhancement, % at 2 µM; in the data active means enhancement above about 30%; further: 0% is about no effect
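Enhancer read-out: after compound pinning and an initial kinetic agonist-mode read, an EC20 of TRH (10 nM final) was injected and fluo-8 calcium signal (Ex 480/Em 530) followed at 1 s/cycle for 100 cycles in TRHR-expressing cells.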
Pin1 inh: inhibitors of human Pin1 | Q13526 | Pin1 FP peptide displacement, HiFluor488, 10 min | Potency, µM (titrated, usually from 115 µM), inactives show top-dose activity, negative = inhibition, hits mostly inhibitors | 390,000 compounds, 0.009% hits; active means well fitted inhibition curve with a large enough effect in the polarisation, with a control signal flat, not every such curve was filed as active; inconclusive means small, poorly fitted or top-dose-only effect, or effect the other way, or a change in a side signal; inactive means no such curve, though single readings can be large or run the other way; the % refers to the polarisation; further: potency means the concentration at half of the fitted maximal effect; on the % scale 0 is the no-effect control and ±100 the full control effect
Target sequence (Q13526 whole entry, looked up): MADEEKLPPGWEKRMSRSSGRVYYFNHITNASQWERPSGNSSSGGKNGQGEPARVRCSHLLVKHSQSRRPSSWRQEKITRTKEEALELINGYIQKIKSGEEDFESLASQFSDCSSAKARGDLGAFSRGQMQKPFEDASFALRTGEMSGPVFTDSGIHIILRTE
rTrxR1 inhibitor: inhibitors of rat thioredoxin reductase 1; O89049; recombinant rTrxR1, NADPH fluorescence consumption, selenite substrate; Potency, µM (series often up to 114 µM), for the others: at the highest dose activity change, negative = inhibition, hits mostly inhibitors; 390,000 compounds, 1% hits; AID 588453; further: potency means the concentration at half of the fitted maximal effect; on the % scale 0 is the no-effect control and ±100 the full control effect; nearly all actives have a fitted effect of over 65% in size
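Rat TrxR1 (90 nM in the dispensed reagent) was pre-reduced with 400 uM NADPH for 5 min at room temperature, then incubated with compound for 15 min. After 400 uM selenite was added, NADPH fluorescence (Ex 340/Em 450 nm) was followed for 8 min.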
USP1 inh: USP1/UAF1 (human) deubiquitinase inhibition. Potency, µM (doses to about 57.1 µM), for inactives: top-dose activity change, negative = inhibition, actives largely listed as inhibitors. 390,000 compounds, 0.23% hits. recombinant USP1/UAF1, Ub-Rhodamine cleavage fluorescence. O94782. AID 743255; further: potency means the concentration at half of the fitted maximal effect; on the % scale 0 is the no-effect control and ±100 the full control effect; nearly all actives have a fitted effect of over 60% in size; inactives centre near -12
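In this screen, compounds sit with the deubiquitinase complex (1nM) for 15 min at room temperature before Ub-Rho is added at 150nM final. Fluorescence rise is then followed for 6 reads every 60 seconds.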
The depositor's hits bear a star; ? = inconclusive; / = not tested or not shown; & = joins results of further samples; [ ] = another dose, or the depositor's remark. Unless noted, the call rests on the fitted dose curve; in most records, active means well fitted inhibition curve with a large enough effect; inconclusive means small, poorly fitted or top-dose-only effect; inactive means no such curve, though single readings can be large or run the other way. An excerpt; rates above refer to the full screens.

SMILES	D2 ag	D2 antag	TRHR ag	TrxR1 substrate	mIDH1 inhibitor	TRHR PAM	Pin1 inh	rTrxR1 inhibitor	USP1 inh
COc1ccc(S(=O)(=O)N2CC(O)CC2C(=O)Nc2cccnc2)cc1 (centres undefined)	-0.3	2	-0.2	11%[0.0914 µM]	7%	-2	-3%	10%	-13%
CCOC(=O)c1ccc(NC(=O)c2oc3c(c2C)-c2nn(Cc4ccccc4Cl)cc2CC3)cc1	0.5	/	0.5	-2%	4%	-6	14%	10%	?
C/C(CC(=O)NCCCN1CCOCC1)=N\NC(=O)COc1ccc(Cl)cc1	/	/	/	1%[57.1 µM]	7%	/	-7%	?	-25%
NC(=O)CCC(NC(=O)c1ccc(Cl)cc1)C(=O)O (centres undefined)	-0.1	-5	-0.1	2%[57.1 µM]	-3%	1	-7%	13%[11.4 µM]	-24%
Cc1cc(N2CCCC2)ccc1NC(=O)COc1ccccc1	0.0	-13	0.2	2%[57.1 µM]	2%	-2	21%	?	-18%
O=C(NCc1ccncc1)c1cccc(S(=O)(=O)NCc2ccccc2)c1	0.2	-6	0.0	2%	-11%	-12	-1%	15%	-22%
CCCCCn1nc(C)c(/C=N/NC(=O)c2ccoc2C)c1C	-3.6	-9	-0.4	1%[57.1 µM]	3%	8	-2%	3%	-4%
COc1ccc(CN2CCC3CC2c2cc(-c4cccc(C)c4)ccc23)cc1 (centres undefined)	/	/	/	-4%	0%	/	0%	-2%	-10%
CCCOC(=O)CSc1nc(N)c(C#N)c(CC)c1C#N	-0.5	11	0.1	10%[57.1 µM]	3%	-11	2%	16%[57.1 µM]	-16%
COc1cc(O)c(C(CC(=O)N2CCCCC2)c2ccc3c(c2)OCO3)c(OC)c1 (centres undefined)	0.2	27	-0.6	0%&1%	3%	3	1%&-8%	5%&22%	-18%
CC(C)(C)c1cc(=O)n2c(nc3ccccc32)[nH]1	-0.2	-20	0.1	29%	1%	-5	1%	10%	-20%
COc1ccc(CC(=O)N[C@@H](C)C(=O)N2CCC3(CC2)NCCc2[nH]cnc23)cc1	/	/	0.6	3%	-12%	2	-1%	13%	-22%
Cc1cc(C)nc(/N=C(/NC(=O)Nc2cccc(Cl)c2)Nc2ccccc2)n1	1.2	-19	1.1	4%	0%	-5	9%	11%	17%
O=C(Nc1ccccc1F)c1ccc(Br)o1	0.5	4	-0.2	0%	-3%	2	-6%	-1%	0%
CCn1cc(/C=C(\NC(=O)c2ccccc2F)C(=O)NCCCN2CCOCC2)c2ccccc21	0.1	-22	0.5	-6%	-10%	-2	-1%	-10%	-25%
O=C(OCC(=O)N1CCOCC1)c1cccc(S(=O)(=O)Nc2ccc(F)cc2)c1	0.8	-1	1.5	5%	-1%	-1	8%	40%	-16%
Cc1cc(Cl)c2ccc3ccccc3c2n1	0.0	-3	0.5	6%[57.1 µM]	-2%	-10	0%	15%[57.1 µM]	-10%
CC(NC(=O)c1ccc(CS(C)(=O)=O)cc1)c1cccc2ccccc12 (centres undefined)	-0.9	9	0.1	9%[57.1 µM]	1%	-6	4%	24%[57.1 µM]	-12%
CCn1c(=O)cc(SCC(=O)NCc2ccc(C)cc2)c2ccccc21	-0.7&-1.4	-7	0.3&-0.6	4%&4%	0%&0%	6&6	-4%&0%	17%&7%	-22%&-13%
CC12CCC(=O)N1C(C(=O)NCCN1C(=O)S/C(=C\c3ccc(OC(F)F)cc3)C1=O)CS2 (centres undefined)	-0.4	/	-0.6	-9%	17%	-7	7%	-10%	-8%
COc1cc(C2C(C(=O)c3ccc(C)o3)=C(O)C(=O)N2c2cc(C)on2)ccc1O (centres undefined)	-0.2	-6	0.2	-7%	1%	9	-18%	-9%	1%
C(=N\Nc1nc2ccccc2[nH]1)/c1cccs1	/	/	-0.9	-14%	4%	5	4%	-15%	-10%
O=c1oc2ccccc2c(Nc2ccccc2)c1CN1CCCCC1	-0.2	-3	0.1	-1%	-10%	-1	-1%	6%	-17%
CCn1c2c(c(=O)n3ncc(C(=O)Nc4ccc(Cl)cc4C)c13)CN(Cc1ccc(OC)cc1)CC2	-0.4	/	-0.3	4%[57.1 µM]	6%	7	37%[activator]	19%[57.1 µM]	-8%
CCOC(=O)c1ccc(NC(=O)c2cccc3c2C(=O)N(CC2CCCO2)C3)cc1 (centres undefined)	-0.3	-17	0.5	5%[57.1 µM]	-3%	-1	29%	5%[57.1 µM]	-23%
CC(=O)C1=NN(c2ccccc2)C(c2ccc3c(c2)OCO3)N1c1ccccc1 (centres undefined)	2.6	-2	3.9	-13%	-5%	3	?	-3%	-15%
CCOc1ccc(CONS(=O)(=O)c2ccc(NC(C)=O)cc2)cc1Cl	0.8	15	0.4	6%[57.1 µM]	6%	-3	4%	13%[57.1 µM]	-7%
CS(=O)(=O)N1CCN(c2ccccc2NC(=O)Cc2ccc(Cl)cc2)CC1	-0.1	12	0.5	-3%	8%	3	?	18%	-3%
O=C(CN1C(=O)c2ccc([N+](=O)[O-])cc2C1=O)NCCC1=CCCCC1	-0.5	-11	-0.1	-4%	3%	-7	0%	-14%	-7%
Nc1nc(CN2CCN(c3ccccn3)CC2)nc(Nc2ccc(F)cc2)n1	74*	73*	-0.3	-7%	-2%	3	-5%	?	-7%

Another view of some results above:
Order of values – D2 ag, D2 antag, TRHR ag, TrxR1 substrate, mIDH1 inhibitor, TRHR PAM, Pin1 inh, rTrxR1 inhibitor, USP1 inh
C(=N\Nc1nc2ccccc2[nH]1)/c1cccs1
    /, /, -0.9, -14%, 4%, 5, 4%, -15%, -10%
O=c1oc2ccccc2c(Nc2ccccc2)c1CN1CCCCC1
    -0.2, -3, 0.1, -1%, -10%, -1, -1%, 6%, -17%
CCn1c2c(c(=O)n3ncc(C(=O)Nc4ccc(Cl)cc4C)c13)CN(Cc1ccc(OC)cc1)CC2
    -0.4, /, -0.3, 4%[57.1 µM], 6%, 7, 37%[activator], 19%[57.1 µM], -8%

(next part)
SMILES	D2 ag	D2 antag	TRHR ag	TrxR1 substrate	mIDH1 inhibitor	TRHR PAM	Pin1 inh	rTrxR1 inhibitor	USP1 inh
CC(C)(C)S(=O)(=O)c1ccccc1C(=O)O	0.6	1	0.2	5%[57.1 µM]	5%	2	-2%	-1%[57.1 µM]	-6%
COc1ccc(C(=O)CCNc2ccc3c(c2)OCCO3)cc1	-0.3	-7	-1.3	-7%	-5%	-9	-1%	?	-8%
O=C(NCC(c1ccco1)N1CCc2ccccc2C1)C(=O)Nc1cc(F)ccc1F (centres undefined)	0.1	-4	0.6	-1%	-1%	0	0%	10%	-22%
Cc1ccc(CNC(=O)c2ccc3c(O)c(S(=O)(=O)c4ccccc4)c(=O)[nH]c3c2)cc1	0.2	/	0.5	-8%	-8%	6	2%	-15%	-13%
CC(C)(O)CC[C@H](OC(=O)c1ccccc1)[C@](C)(O)[C@H]1CC[C@@]2(O)C3=CC(=O)[C@@H]4C[C@@H](O)[C@H](O)C[C@]4(C)C3CC[C@]12C (some centres undefined)	/	/	-0.8	-1%	-5%	21	-2%	17%	-6%
CC1CCCCC1NC(=O)COC(=O)c1ccc2c(=O)n3c(nc2c1)CCC3 (centres undefined)	/	/	/	6%	7%	/	-7%	16%	-17%
Cc1cccc(CSc2ccc3nnc(-c4cccnc4)n3n2)c1	/	/	-1.1	6%[57.1 µM]	7%	-1	0%	14%[57.1 µM]	-19%
NC(=O)c1ccsc1NC(=O)COC(=O)C1=NNC(=O)CC1	0.4	5	-0.1	-2%	2%	0	7%	15%	-9%
CCn1c(COc2cccc3cccnc23)nnc1SC(F)F	0.1	0	-0.2	6%[57.1 µM]	-7%	-1	-17%	14%[57.1 µM]	-5%
CCN(CC)S(=O)(=O)c1ccc2c3c(cccc13)C(=O)S2	-2.8	-10	-1.3	-2%	0%	8	-4%	14%	-29%
CN1C[N+]([O-])=C(c2ccccc2)C1(C)C	-3.1	2	-1.1	12%	7%	-2	-5%	13%	?
CCCOc1ccc2ccccc2c1/C=N/n1c(C)nnc1-n1nc(C)cc1C	-1.8	-2	-1.4	-3%	-6%	-5	-2%	-3%	-23%
CCCCc1ccc(NC(=O)c2cc3c(=O)n4ccccc4nc3n2C)cc1	0.8	/	0.1	259%[activator]	9%	9	-9%	112%[activator]	-6%
CCOc1ccccc1C(=O)NCC(=O)N1CCN(Cc2ccc3c(c2)OCO3)CC1	1.6	20	-0.3	-1%	3%	33*	-3%	-14%	-12%
CC(=O)c1ccc(NC(=S)NC2CCCC(C)C2C)cc1 (centres undefined)	/	/	2.5	2%[57.1 µM]	-3%	4	0%	2%[57.1 µM]	-13%
Cc1ccn2cc(-c3ccc(O)c(O)c3)nc2c1	0.4	26	-1.5	1%[57.1 µM]	-1%	1	?	12%[2.29 µM]	-20%
CCOc1ccc(NC(=O)C2=NN(c3ccccc3)C(=O)CC2)cc1S(=O)(=O)N1CCCCC1	0.3	7	0.5	-1%	7%	-3	17%	6%	-5%
CCn1c(SCC(=O)Nc2ccc(OC)c(OC)c2)nnc1-c1ccco1	2.2	-16	-0.2	-1%	8%	0	-3%	-5%	1%
Cc1ccnc(Nc2nc(-c3c(C)nc4sccn34)cs2)c1	0.3	9	-1.5	-7%	1%	3	-3%	-8%	?
Cc1ccc(S(=O)(=O)N(C)C)cc1NC(=O)CCNC(=O)c1ccco1	-2.3	5	-2.8	-1%	-1%	1	0%	14%	4%
Cn1cccc1-c1cc(C(=O)N/N=C/c2cc(Br)ccc2O)[nH]n1	/	/	1.2	1%	0%	0	50%[activator]	4%	-30%
COc1cc(/C=N/NC(N)=O)ccc1OCC(=O)Nc1cc(C)c(C)cc1Br	-0.1	-17	0.2	3%	14%	15	-4%	22%	-12%
CCCCC1(C(=O)OCC)CC(CN2CCOCC2)OC1=O (centres undefined)	-0.9	29	1.2	7%[57.1 µM]	2%	-7	-10%	8%	-18%
COc1ccc(-c2cn3c(C)c(C(=O)NCc4ccc5c(c4)OCO5)sc3n2)cc1	/	/	/	-2%[57.1 µM]	-12%	/	11%	-40%	-2%
